HSF1 inh: HSF1 inhibitors in luciferase reporter cells, primary screen, cell-based, NIH3T3, luminescence. NIH3T3-HGL HSE-luciferase, MG132-induced, luminescence 8 h; stronger effect = lower value. activity change, negative = inhibition, % at 7.5 µM (by protocol). 300,000 compounds, 0.77% hits. AID 2098, 2009;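 active = more than half of replicate wells show activity change below -50%, luminescence cut by over half; inconclusive = some wells, but at most half, below -50%; inactive = no replicate well below -50%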;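 also: luciferase reports HSF-1 transcriptional activity via heat shock element; 0% = median of DMSO wells and -100% = zero luminescence signal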
KLF5 inhibitor: KLF5 expression inhibitors, primary screen, DLD-1 cells, luminescence | DLD-1 KLF5 promoter-luciferase reporter | inhibition, % at 5 µM | 290,000 compounds, 0.23% hits | AID 1700, 2009;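 active = inhibition above a per-plate limit of that plate's mean compound inhibition plus 3 SD, cut at about 60% in these data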;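 also: 0% = DMSO wells and 100% = LY294002 at 200 µM; higher means less KLF5 promoter-driven luciferase light; inactives centre near -14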
aSyn UTR inh: MLPCN primary screen, SNCA 5' untranslated region; alpha-synuclein 5'UTR reporter, inhibitor activity; inhibition, % (tested at 7.5 µM); 300,000 compounds, 0.82% hits; AID 1813, 2009; in the data active = inhibition above about 60%; inconclusive = no clear call, values can overlap the other calls;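 also: H4 neuroglioblastoma cells stably carrying SNCA 5'UTR luciferase fusion; 0% = DMSO wells and 100% = positive control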
AI-2 QS modul: Vibrio harveyi AI-2 quorum sensing modulators, primary screen, JMH597 strain, luminescence/OD600 ratio; Vibrio harveyi JMH597 AI-2 luminescence/OD600 ratio, 9 h; stronger effect = lower value; strain lacks LuxN and CqsS sensors; 0 = neutral-control median; activity change, % at 7.5 µM; 300,000 compounds, 0.4% hits; AID 2094, 2009; in the data active = activity change below about -75%, passing the limit was not always enough; inconclusive = no clear call, values can overlap the other calls;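 also: luminescence divided by OD600 gain over 9 h not by final OD600 alone; inactives centre near 13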
HSF-1 act: HSF-1 activators, primary screen, NIH3T3-HGL cells, MG132 stress, luminescence, single point. AID 504408, 2011. 300,000 compounds, 1.7% hits. activation, % at 9 µM. NIH3T3-HGL HSF-1 luciferase reporter, 8 h; 100% = twice DMSO control signal;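 active = mean replicate activation of at least 50% with a set share of replicates each reaching 50%; inconclusive = only one of those two conditions met; inactive = mean below 50% and too few replicates reaching it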;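 also: 0% = median of the neutral control wells and 100% = twice that signal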
HSP90 refold inh: HSP90 inhibitors, primary screen, cell lysate, luminescence | Heat shock protein HSP 90 (rabbit reticulocyte lysate; luciferase refolding) | 290,000 compounds, 0.91% hits | inhibition, % at 5.6 µM | Rabbit reticulocyte lysate, luciferase refolding luminescence, 3 h;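 active = inhibition above the screen-wide mean plus 3 SD, computed separately per campaign, cut at about 16% in these data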;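 also: 0% = DMSO wells and 100% = 60 µM geldanamycin wells; inhibitors lower the luminescence because luciferase stays unfolded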
PolyA inh: polyadenylation inhibitors in yeast reporter cells, primary screen, luminescence, S. cerevisiae; S. cerevisiae SKY197-pL101 polyadenylation reporter, beta-gal luminescence; efflux-impaired pdr1/pdr3 knockout yeast; score 100 = 6 SD above DMSO; calls only at 12 µM; 300,000 compounds, 0.02% hits;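 active = lowest replicate activity score at least 50, where 100 means six control SD above control mean; inconclusive = lowest score under 50 but half or more replicates reach 50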;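 also: yeast exposed to compound for 9 h at 30 °C; higher score means more reporter readthrough which indicates perturbed polyadenylation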
IEC-6 cytotox: cytotoxicity in IEC-6 intestinal epithelial cells, primary screen, cytotoxicity control for KLF5 inhibitor project, cell-based, luminescence. IEC-6 cytotoxicity, luminescence viability. inhibition, % at 5 µM. 290,000 compounds, 0.78% hits. AID 1825, 2009; in the data active = inhibition above about 22%;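 also: 0% = plate median of test compound wells and 100% = cytotoxic reference compound wells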
GSK3beta inhib: human GSK3beta kinase inhibitors, primary screen, biochemical, cell-free homogeneous, HTS | Glycogen synthase kinase-3 beta (Homo sapiens), P49841 | GST-GSK3beta kinase, ADP-Glo luminescence, 60 min; stronger effect = lower value | activity score (negative = inhibition), % at 10 µM | 300,000 compounds, 0.038% hits;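 active = more than half of replicate wells score below -50%, meaning over 50% inhibition versus plate controls; inconclusive = some replicates but at most half score below -50%; inactive = no replicate scores below -50%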;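 also: 0% = median DMSO wells and -100% = median GW8510 positive control wells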
Target sequence (P49841 whole entry, looked up): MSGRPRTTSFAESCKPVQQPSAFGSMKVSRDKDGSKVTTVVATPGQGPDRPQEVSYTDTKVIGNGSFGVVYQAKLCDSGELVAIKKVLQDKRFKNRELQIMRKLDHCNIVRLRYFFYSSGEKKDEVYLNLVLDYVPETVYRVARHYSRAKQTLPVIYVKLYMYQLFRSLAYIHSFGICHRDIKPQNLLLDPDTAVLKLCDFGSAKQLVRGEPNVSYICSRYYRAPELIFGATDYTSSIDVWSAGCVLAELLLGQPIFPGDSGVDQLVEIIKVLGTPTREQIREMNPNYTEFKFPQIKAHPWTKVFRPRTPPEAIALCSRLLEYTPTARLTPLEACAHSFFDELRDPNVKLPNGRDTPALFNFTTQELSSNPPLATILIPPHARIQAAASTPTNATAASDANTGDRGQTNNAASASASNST
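Test system: GST-tagged human GSK3beta kinase, cell-free; evaluation: activity score scaled between in-plate DMSO and GW8510 controls; measured by: ADP-Glo luminescence; incubation: 60 min reaction, RT; benchmarks: DMSO and 20 µM GW8510; reagent: peptide substrate plus 25 µM ATP (final); medium: Tris/MgCl2 kinase buffer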
GSK3A inh: blockers of GSK3A enzyme activity – biochemical, luminescence, cell-free homogeneous, HTS, primary screen; inhibition, % at 10 µM; GSK-3 alpha kinase, ADP-Glo luminescence, 60 min; 320,000 compounds, 0.1% hits; Glycogen synthase kinase-3 alpha (Homo sapiens), P49840; AID 2650, 2010;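 in the data active = inhibition above about 50%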;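 also: GST-tagged GSK-3 alpha with peptide substrate and 25 µM ATP; 0% = DMSO neutral wells and 100% = GW8510 positive control wells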
Target sequence (P49840 whole entry, looked up): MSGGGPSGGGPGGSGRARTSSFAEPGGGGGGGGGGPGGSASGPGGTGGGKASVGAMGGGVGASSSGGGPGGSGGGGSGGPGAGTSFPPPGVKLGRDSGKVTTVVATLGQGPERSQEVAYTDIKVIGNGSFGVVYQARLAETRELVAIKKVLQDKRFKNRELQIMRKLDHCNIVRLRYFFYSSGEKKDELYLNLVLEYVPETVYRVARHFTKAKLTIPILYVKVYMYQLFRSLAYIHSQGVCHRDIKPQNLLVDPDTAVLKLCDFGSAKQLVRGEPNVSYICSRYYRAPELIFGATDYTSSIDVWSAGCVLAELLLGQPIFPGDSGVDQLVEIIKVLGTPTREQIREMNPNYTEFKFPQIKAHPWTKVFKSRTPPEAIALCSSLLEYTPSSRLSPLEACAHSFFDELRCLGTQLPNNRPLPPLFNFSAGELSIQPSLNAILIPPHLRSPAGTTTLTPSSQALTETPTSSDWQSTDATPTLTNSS
* marks the source's active call; other numbers are inactive results; i = inactive; ? = inconclusive; / = no result given. This is a subset; the hit share may differ from the screen's.

SMILES	HSF1 inh	KLF5 inhibitor	aSyn UTR inh	AI-2 QS modul	HSF-1 act	HSP90 refold inh	PolyA inh	IEC-6 cytotox	GSK3beta inhib	GSK3A inh
CC(=O)c1ccc(N2CCN(C(=O)[C@H](C)NC(=O)c3ccccc3Cl)CC2)cc1	-10	-16	20	23	-22	4	i	1	-6	1
COc1ccc(-c2onc(C)c2-c2ccc3c(c2)OCCO3)c(O)c1	-8	3	2	2	-29	-2	i	-5	3	2
COc1cc(C2CC(=O)Nc3c2c(=O)nc2c(C)cccn32)cc(OC)c1OC (stereo unspecified)	2	-15	-51	23	-15	1	i	-1	1	-2
CC(C)c1ccccc1NC(=O)CNCCOc1ccccc1F	-1	-2	4	2	4	0	i	3	-7	-5
CN(Cc1ccccc1)S(=O)(=O)c1ccc2[nH]c(=O)ccc2c1	5	-5	-1	18	-11	2	i	-3	2	-1
CC(C)C(NC(=O)c1ccco1)C(=O)OCc1cc([N+](=O)[O-])cc2c1OCOC2 (stereo unspecified)	-3	-15	-10	28	5	-4	i	0	2	-1
O=C(C1CC(=O)N(c2ccc(F)cc2)C1)N1CCCCC1 (stereo unspecified)	0	-7	-6	9	11	-2	i	5	0	-1
CC(C)=NNC(=O)CN1C(=O)NC2NC(=O)NC21 (stereo unspecified)	3	-29	-9	-8	-13	-3	i	-4	0	/
O=[N+]([O-])c1ccc(Oc2ccc(/C=N/O)cc2)nc1	-2	-17	8	32	5	5	i	4	1	2
Oc1ccc(-c2n[nH]c(C(F)(F)F)c2-c2ccccc2)c(O)c1	-1	3	-16	63	-7	1	i	3	3	4
COc1cc(NC(=O)c2cccs2)ccc1NC(=O)c1ccccc1Cl	11	0	-62	3	-4	-8	i	4	5	-2
COc1cc(C(=O)N/N=C/c2cc([N+](=O)[O-])cs2)cc(OC)c1OC	5	79*	50	36	8	-1	i	78*	4	-2
CCn1nc(NC(=O)C(C)C)c2cc3ccc(C)cc3nc21	-11	-15	19	43	8	0	i	-1	-1	-2
CCOc1ccccc1C1NC(=O)CCC1[N+](=O)[O-] (stereo unspecified)	-4	-47	11	7	-7	1	i	3	0	0
S=C(Nc1ccc(Oc2ccccc2)cc1)NC1CCCCC1	-21	-13	-12	-21	-27	-1	i	4	-2	0
NC(=O)CSc1nnc(Cc2csc(Nc3ccccc3)n2)n1Cc1ccccc1	/	-58	19	11	/	4	i	2	1	-1
O=C(c1cc([N+](=O)[O-])cc([N+](=O)[O-])c1)N1CCOCC1	-9	5	21	19	0	4	i	-1	3	-1
CC1(C)CC(=O)C/C(=N\NC(=O)CCc2ccc(S(=O)(=O)N3CCOCC3)cc2)C1	2	-26	-7	2	-11	-1	i	2	-1	0
CN(CC(=O)Nc1nccs1)S(=O)(=O)c1ccc(F)cc1	4	-20	13	14	7	1	i	-2	1	0
Cc1ccc(CNC(=O)c2ccc(N3CCc4ccccc43)c([N+](=O)[O-])c2)cc1	-1	-36	-8	2	8	5	/	0	2	-2
Cc1ccc(C(=O)CSc2nc(C)cc(=O)[nH]2)cc1	2	-5	8	18	11	5	i	7	-1	-1
O=C(C1=C[C@@H](C2CC2)C[C@@H](OCc2ccc(CO)cc2)O1)N1CCOCC1	-2	1	-13	18	2	2	i	-2	1	-3
CCN(CC)S(=O)(=O)c1cccc(C(=O)N2CC(O)CC2C(=O)O)c1 (stereo unspecified)	-3	-5	-11	23	-6	-4	i	0	3	-2
COc1cc(/C=N/NC(=S)Nc2cccc(C(=O)O)c2)cc(OC)c1OC	-3	-35	-5	14	-6	-3	i	-5	-1	-1
CCOC(=O)c1cnc(C(C)(C)C)[nH]c1=O	-8	-2	9	17	-10	7	i	-7	-2	-4
Cc1ccc(C2c3[nH]c4ccccc4c3C[C@H]3C(=O)N(c4ccccc4C(=O)NCCN4CCOCC4)C(=O)N23)cc1 (stereo partly specified)	-4	-14	7	12	-6	-6	i	-5	4	1
CS(=O)(=O)N1CCC(C(=O)Nc2ccc3c(c2)OCO3)CC1	-6	-53	-12	18	3	1	i	-5	0	-4
CN(C)c1nc(Nc2ccccc2)nc(Oc2ccc(=O)[nH]n2)n1	-1	21	5	4	-15	1	i	6	3	2
COc1ccccc1-n1c(SCC(=O)O)nnc1-c1ccc(S(=O)(=O)N2CCCCC2)cc1	-2	-8	-10	-4	0	8	i	2	6	/
Cc1ccc(NC(=O)c2ccc(OC(=O)c3cc4ccccc4o3)cc2)cc1	18	-122	-124	21	?	3	i	4	-1	0
O=C(CCOc1ccccc1)OCC(=O)c1cc2ccccc2o1	2	0	12	6	-17	-1	i	-6	2	-2
CCN(C(=O)COC(=O)c1[nH]c(C)c(C(C)=O)c1C)C1CCS(=O)(=O)C1 (stereo unspecified)	-20	4	-2	25	-36	-2	i	-4	1	-2
Cc1ccn2c(CNCCn3nc(C)cc3C)c(C(=O)N3CCCCCC3)nc2c1	4	-3	-7	12	-7	5	i	8	3	-8
CCN1C(=O)[C@H]2[C@@H](c3ccc(-c4ccccc4)c(OC)c3)N[C@@](Cc3ccccc3)(C(=O)OC)[C@H]2C1=O	4	/	34	48	3	/	i	/	0	0
CC(=O)Nc1ccc(SCC(=O)Nc2cc(C(C)(C)C)nn2-c2ccccc2)cc1	-5	-10	-1	16	3	4	i	6	2	/
CCCCOC(=O)c1ccc(NC(=O)c2c(Cl)ccc(Cl)c2OC)cc1	7	-2	-66	38	47	7	i	-5	-5	-4
COc1ccccc1NC(=O)CSc1ccc(-c2ccc(-n3cccn3)cc2)nn1	14	/	-113	3	23	/	i	/	1	-5
O=c1cc(CN2CCN(c3ccccc3)CC2)nc2scc(-c3ccccc3)n12	-4	7	-4	16	-16	0	i	5	2	3
CCCCN(C)C(=O)CSc1nc(NCc2ccc(OC)cc2)c2ccccc2n1	16	5	4	20	19	1	i	3	3	-3
CCn1c(CCNC(=O)c2cccs2)nnc1SCC(=O)c1ccc(OC)cc1	-9	0	11	4	14	1	i	0	-1	9
O=C(COC(=O)C1C2CC3OC(=O)C1C3C2)Nc1ccc(Br)cc1 (stereo unspecified)	9	-13	12	12	2	-1	i	0	0	2
CCOc1ccc(-c2cccc(NC(=O)c3ccc(Br)o3)c2)nn1	-1	/	-6	5	-5	/	i	/	-1	-2
CCOC(=O)c1c(NC(=O)CNCCO)sc(C)c1C	2	-13	18	6	-8	-5	i	-8	0	4
CCOC(=O)c1c(NC2=NS(=O)(=O)c3ccccc32)sc2c1CCC(C)C2 (stereo unspecified)	-3	-29	17	5	11	-5	i	2	0	0
CC(C)CNS(=O)(=O)c1cc(C(=O)N2CC(C)OC(C)C2)c(Cl)cc1Cl (stereo unspecified)	-1	14	-2	21	-10	0	i	-1	2	-1
COc1cc(/C=N/NC(=S)Nc2cccc(Cl)c2C)ccc1OCC(=O)N1CC(C)OC(C)C1 (stereo unspecified)	-7	0	8	28	0	1	i	1	-1	11
Oc1ccccc1/C=N/n1c2ccccc2c2ccccc21	-12	-14	-30	5	-3	-2	i	5	0	-5
Cc1ccc(NC(=S)NC(=O)C2CCCC2)cc1C	10	-132	-131	6	18	-4	i	1	3	0
COc1ccc(CC(=O)OCN2C(=O)c3ccccc3C2=O)cc1OC	2	-8	-37	23	0	-2	i	2	0	-3
OC(COCC1COc2ccccc2O1)CN1CCc2ccccc2C1 (stereo unspecified)	-4	-40	12	26	-21	-1	i	-2	2	-5
Cc1noc(NS(=O)(=O)c2ccc(NC(=O)c3cc(-c4ccccc4Cl)nc4ccccc34)cc2)c1C	10	-21	-1	7	4	-4	i	1	1	-2
CSc1ncc(CN2CCc3c([nH]c4ccccc34)C2c2cccc(C)n2)cn1 (stereo unspecified)	0	-11	18	6	5	-1	i	6	3	0
CC1CC(CC(=O)NC(=S)Nc2ccccc2Cl)C(=O)O1 (stereo unspecified)	-3	-31	3	11	19	1	i	6	0	-2
N#Cc1ccccc1NC(=O)CSc1nnc(-c2ccccc2)n1-c1ccccc1	2	-10	-15	6	1	1	i	1	0	1
CC(C)=CCC/C(C)=C/CC/C(C)=C/CC/C(C)=C/CC1=C(C)C(=O)c2ccccc2C1=O	-2	/	-36	29	-16	/	i	/	3	/
Nn1c(SCc2nc3ccccc3[nH]2)nnc1-c1ccccc1	19	-18	8	0	37	-1	i	13	-1	-2
CCOC(=O)N1CCN(C(=O)CSc2nc(=O)n3ccc(C)cc3n2)CC1	2	/	-1	17	-2	/	i	/	2	0
COc1ccc(OC)c(NC(=O)C(C)Oc2ccc(Br)cc2)c1 (stereo unspecified)	8	-12	-4	-5	27	-2	i	5	1	0
O=C(Cn1cnc(S(=O)(=O)N2CCCCC2)c1)NCc1ccco1	-6	-8	-9	9	-12	6	i	3	1	/
CC(=O)NCCCc1nc2ccccc2n1Cc1ccccc1F	-3	-12	-14	22	-4	-8	i	-6	-16	4

Later entries
SMILES	HSF1 inh	KLF5 inhibitor	aSyn UTR inh	AI-2 QS modul	HSF-1 act	HSP90 refold inh	PolyA inh	IEC-6 cytotox	GSK3beta inhib	GSK3A inh
O=Cc1cc(N=Nc2ccccc2Cl)ccc1O	-1	-12	-111	45	-9	0	i	1	1	0
Cc1cc(N2C(=O)C(O)=C(C(=O)c3ccc(C)o3)C2c2ccc([N+](=O)[O-])cc2)no1 (stereo unspecified)	-3	-9	-14	5	-19	-8	i	-3	0	-1
COCC(C)Nc1ncnc2c1cnn2-c1ccc(Cl)cc1 (stereo unspecified)	-7	-191	-132	15	6	5	i	1	0	-4
O=C(O)c1ccccc1SC1CC(=O)N(c2ccccc2)C1=O (stereo unspecified)	-2	-14	6	25	2	1	i	2	1	-1
CCOC(=O)c1ccc(N2C(=O)c3n[nH]c(C)c3C2c2ccc(OC)cc2OC)cc1 (stereo unspecified)	15	2	16	25	17	2	i	-3	3	-3
CC(C)(C)NC(=O)C(c1ccccn1)N(C(=O)c1csnn1)C1CCCC1 (stereo unspecified)	-3	-26	13	15	-15	-3	i	-12	2	-2
